# DAT uptake mod: changed human dopamine transporter uptake under cocaine IC80; B-score at 10 µM; actives 1.3% (n = 110,000); AID 449768; LLC-PK1 hDAT cells, [14C]-dopamine uptake with cocaine IC80; actives deviate in either direction;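 active = Z score or B-score, a plate-position-corrected score, falls beyond the plate's 99.7% confidence bounds, in either direction; inactive = both scores lie inside the 99.7% bounds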;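 also: scored against the spread of the other compound wells on the same plate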
# PostGolgi yeast: growth inhibition of a yeast mutant, post-Golgi transport screen; post-Golgi transport phenotypic cell assay; inhibition, % at 10 µM; actives 0.9% (n = 98,000); AID 739;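 also: yeast cells grown in 1536-well plates; yeast grown about 18 h at 30C before absorbance read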
# S1P2 agonist: agonists of human S1P2 receptor; activation, % at 4.5 µM; AID 729; S1P2-expressing cell line, agonist reporter read-out; actives 0.46% (n = 97,000); O95136; in the data active = activation above about 16%;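 also: 0% = vehicle low control and 100% = maximal reference agonist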
# Target sequence (O95136 whole entry, looked up): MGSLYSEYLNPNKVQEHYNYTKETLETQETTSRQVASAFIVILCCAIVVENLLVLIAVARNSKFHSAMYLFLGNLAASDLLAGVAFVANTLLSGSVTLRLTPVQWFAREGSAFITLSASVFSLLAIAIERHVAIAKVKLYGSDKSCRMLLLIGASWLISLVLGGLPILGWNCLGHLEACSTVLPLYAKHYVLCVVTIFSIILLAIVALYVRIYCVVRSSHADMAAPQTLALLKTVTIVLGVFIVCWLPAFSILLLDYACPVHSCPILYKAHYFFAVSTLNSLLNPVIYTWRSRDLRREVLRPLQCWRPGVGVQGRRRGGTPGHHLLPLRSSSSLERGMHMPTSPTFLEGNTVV
# Ecoli WT expand: E. coli BW25113 growth inhibition, expanded screen; growth inhibition, % at 100 µM; actives 0.15% (n = 98,000); AID 710; OD600 absorbance;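 active = growth inhibition above about 50% at one test dose, limit read from the data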;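 also: growth measured after 20 h incubation at 37 °C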
# S1P2 antag: S1P2 (human) receptor antagonism | O95136 | cell-based S1P2 antagonist assay, inhibition at 5 uM | inhibition, % at 5 µM | actives 0.21% (n = 97,000) | AID 736; in the data active = inhibition above about 45%;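 also: CRE beta-lactamase reporter cells expressing human S1P2 stimulated with S1P; 0% = agonist at EC80 alone and 100% = agonist plus reference antagonist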
# Fibroblast inh: blocks proliferation of human lung fibroblasts | LL 47 human lung fibroblast viability, ATP luminescence; active compounds read low | viability, % at 10 µM | actives 1.1% (n = 85,000);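 active = viability at or below 50% in the single dose screen; inactive = viability above 50%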;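 also: compound exposure lasted 72 h before the ATP readout; 100% = median luminescence of untreated cell-only wells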
#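 Times – overnight cell rest, 72 h compound treatment at 37 °C · Test system – human lung fibroblast line LL 47, low passage · Amount – 1,150 cells in each well · Controls – cell-only wells, no compound · Doses – 0.1% DMSO in all compound wells · Measured by – CellTiter-Glo luminescence · Buffer or medium – IMEM plus 15% FBS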
# HUVEC inhibit: blocks proliferation of human endothelial cells; HUVEC proliferation, CellTiter-Glo luminescence, 72 h; active compounds read low; viability, % at 10 µM (by protocol); actives 1.1% (n = 86,000); AID 648;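 active = viability at or below 30%; inactive = viability above 30%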;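 also: 100% = median luminescence of DMSO-only cell control wells on each plate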
# H69AR inhibit: growth inhibitors of human H69AR lung tumor cells; actives 6% (n = 85,000); H69AR lung tumor viability, ATP luminescence, 72 h; active compounds read low; viability, % at 10 µM;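 active = viability at or below 40%; inactive = viability above 40%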;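 also: multidrug resistant small cell line overexpressing MRP-1 efflux transporter; 100% = mean luminescence of untreated control wells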
# PostGolgi ctrl: inhibits growth of the yeast control strain; efflux-deficient yeast background strain, growth absorbance A615, 16 h; actives 5% (n = 98,000); inhibition, % at 10 µM
# Numbers without * were called inactive; . = no result given; & = joins results of further samples. Rule as the data show it, unless noted: active = inhibition above about 30%; inactive = the rest.
SMILES,DAT uptake mod,PostGolgi yeast,S1P2 agonist,Ecoli WT expand,S1P2 antag,Fibroblast inh,HUVEC inhibit,H69AR inhibit,PostGolgi ctrl
O=C(CN1CCN(Cc2ccc3c(c2)OCO3)CC1)N1CCc2[nH]c3ccccc3c2C1,1.2,-5,-11,9,16,111,63,78,-1
COc1cc2[nH]c(=O)n(Cc3ccc(C(=O)NCCCN4CCN(C)CC4)cc3)c(=O)c2cc1OC,-0.28,2,-2,0,-2,92,99,102,7
COc1ccc(OCC(=O)Nc2cccc(C(C)=O)c2)cc1,.,-4,-11,4,4,98,97,103,4
Cc1c(NC(=O)CCN2C(=O)c3ccccc3C2=O)c(=O)n(-c2ccccc2)n1C,-1,5,-3,8,2,98,105,101,2
CC(C)c1nnc(NC(=O)CCC(=O)N2CCN(C3CCCCC3)CC2)s1,0.02,3,-8,-4,-3,90,86,88,1
CCOc1ccc(S(=O)(=O)NCCC(=O)OC(C)C(=O)N2CCc3ccccc32)cc1 (configuration not stated),1.1,3,-6,-10,26,93,91,55,5
CCn1c(NC(=O)Nc2ccccc2OC)nc2ccccc21,0.64,7,.,1,.,95,90,36*,19
CCCCn1c(=O)[nH]c(=O)c2c1nc(-c1ccncc1)n2CCOC,0.24,13,-2,0,10,.,.,.,-4
CCc1cccc(CC)c1N(COC)C(=O)Cn1nnc2ccccc21,0.48,2,-2,1,-2,92,90,77,12
O=C(Nc1ccccc1)N1CCCC1,-0.15,5,0,8,5,88,86,92,8
CCn1c2ccccc2c2cc(C3C(C#N)=C(C)NC(C)=C3C#N)ccc21,-0.27,-2,-1,-5,-2,97,81,88,3
Cc1ccc(C23OC(=O)C(C)(C)C2OC(=O)C3(C)C)cc1 (configuration not stated),-0.55,-2,-1,-6,26,.,.,.,-7
CC1(C)CC(=O)C2=C(C1)OC(N)=C(C#N)C21CCN(C(=O)OCc2ccccc2)CC1,1.6,3,-1,-2,-10,94,87,95,18
CS(=O)(=O)N(Cc1ccco1)CC(O)Cn1c2ccccc2c2ccccc21 (configuration not stated),0.72,-7,-2,-9,4,.,.,.,6
Cc1ccc(S(=O)(=O)N(C)CCCC(=O)NCc2ccc3c(c2)OCO3)cc1,-0.21,-6,0,9,0,100,110,91,0
Cc1nc2ccc(-n3ccc(=O)cc3)cc2s1,-0.042,7,-7,1,8,111,92,84,-3
CCOc1ccccc1N1CCN(S(=O)(=O)c2cccc3nsnc23)CC1,-0.45,-1,-3,-7,-21,96,97,63,14
C=CCN1CC(c2nc3ccccc3n2Cc2ccccc2)CC1=O (configuration not stated),-0.44,6,.,-7,.,111,97,77,-1
O=C(Nc1cccc(Cl)c1)Nc1nccs1,0.55&-0.51,-4,-5,77*,11,91,66,79,9
CCOc1ccccc1NC(=O)CSc1nnc(Cc2cccn2C)n1-c1ccc(F)cc1,1,9,-7,2,4,99,89,49,5
COc1ccc(NC(=O)c2oc3ccccc3c2C)c(OC)c1,0.32,-7,-5,-8,15,90,63,60,-4
CCOC(=O)c1nnn(-c2nonc2N)c1CN(CC)c1ccccc1,-1.1,-5,-1,-8,-23,100,105,87,5
O=C(Cn1cccc1C(=O)c1ccccc1)NCc1cccs1,0.12,5,-5,-1,2,98,96,89,8
CN(C)CCCN1C(=O)C(=O)/C(=C(/O)c2ccncc2)C1c1cccc(Br)c1 (configuration not stated),0.025,2,-6,-2,0,.,.,.,1
CCOC(=O)C1(CC)NC(c2ccco2)C2C(=O)N(CC)C(=O)C21 (configuration not stated),-1.6,2,-2,1,-7,91,102,103,-5
NC(=O)c1ccsc1NC(=O)C1CCCCC1,0.16,-1,-2,4,-2,92,88,90,15
O=C(NCc1cccnc1)c1ccc(Cl)cc1[N+](=O)[O-],0.029,0,0,11,-22,.,.,.,-2
Cc1ccc(CS(=O)(=O)CCC(=O)NCCCN2CCCC2)cc1,0.074,3,-4,0,29,105,106,96,13
O=C(Cn1nc(C(F)(F)F)c2c1CCCC2)NC1CCCC1,-1.1,-42,-4,4,0,100,94,103,3
COC(=O)c1cccc(NC(=O)CN2CCC(NC(=O)c3cc(OC)c(OC)c(OC)c3)CC2)c1,0.88,15,3,9,-18,101,85,65,5
CCCCCCn1c(CN2CCN(CCO)CC2)nc2c1c(=O)n(C)c(=O)n2C,-0.35,-3,.,4,.,93,106,63,1
COc1ccc(NC(=O)c2cc(C)on2)cc1OC,-0.43,12,0,3,-10,103,110,94,6
COC(=O)c1ccc(NC(=O)Cc2ccc(C)cc2)cc1,-0.47,-6,-4,-3,-4,108,96,96,-4
CC1Cc2nc(SCC(=O)NCc3ccccc3)n(Cc3ccccc3)c(=O)c2S1 (configuration not stated),0.79,7,-6,-10,-4,98,111,79,1
CN1C(=O)OC(C)(CCc2ccccc2)C1(C)O (configuration not stated),-0.9,-3,-2,-1,8,96,102,91,3
COc1cc(NC(=O)c2ccccc2Cl)ccc1NC(=O)c1ccco1,1.2,-3,-2,-1,11,107,93,73,-1
CCn1c(SCC(=O)NCc2ccco2)nnc1C(C)C,0.13,-9,-7,2,9,104,102,97,-3
COc1ccc(NC(=O)CN(C)C(C)C(=O)N2CCCCC2)cc1 (configuration not stated),0.063,-1,-4,-3,-4,.,.,.,6
Cc1ccc(NC(=O)c2nc[nH]c2C(=O)Nc2ccc(C)cc2)cc1,-0.13,-9,-3,-4,17,.,.,.,-1
COC(=O)CCC(=O)Nc1ccc(Br)cc1,-0.51,7,-9,4,-8,.,.,.,11
O=C(Nc1ccccc1)c1ccc2nsnc2c1,-0.39,-3,-3,1,-2,.,.,.,12
O=C(CNS(=O)(=O)c1ccc2ccccc2c1)OCC(=O)c1ccc(Br)s1,0.27,-7,2,-7,-27,.,.,.,3
Cc1cccc(N2CCN(C(=O)c3ccccc3NC(=O)C3CC=CCC3C(=O)O)CC2)c1 (configuration not stated),-0.25,-4,-3,2,4,.,.,.,2
Cc1ccc(C(=O)NC(C)(COc2nonc2C)COc2nonc2C)cc1,0.28,-1,-2,-4,-23,98,89,83,15
O=C(NC1CCCC1)c1ccc(CS(=O)(=O)c2cccc(C(F)(F)F)c2)o1,0.31,0,0,10,-16,97,97,88,2
COC(=O)C(C)Sc1ncnc2c1nnn2-c1ccc(F)cc1 (configuration not stated),0.29,2,-6,5,13,102,100,99,21
CC1Cc2nc(SCC(=O)NC3CCCCC3)n(C)c(=O)c2S1 (configuration not stated),-0.12,14,0,-5,-15,93,88,.,7
CCCCNC(=O)c1onc(CSc2ccccc2)c1C(=O)O,0.16,-5,-4,-7,-14,.,.,.,26
Cc1ccc(N2C(=O)CC(Nc3ccccc3)C2=O)cc1 (configuration not stated),-0.042,15,-5,-5,-2,99,93,101,-3
CCS(=O)(=O)c1ccc2c(c1)N(S(=O)(=O)c1ccc(OC)cc1)CC(C(=O)O)O2 (configuration not stated),-0.14,-23,-1,-3,12,.,.,.,7
COC(=O)Cn1c(=O)cnc2ccccc21,0.24,6,.,-2,.,101,100,98,-1
O=C(c1ccc(Cl)c(S(=O)(=O)NCc2ccco2)c1)N1CCN(c2ccc(F)cc2)CC1,1.5,5,-5,2,0,96,102,68,7
N#Cc1c(/N=C/c2ccco2)sc2c1CCCCC2,-0.7,5,-3,8,-8,.,92,108,1
CCOc1ccc(NC(=O)CSc2nc3c(c(=O)n2C)SC(C)C3)cc1 (configuration not stated),1.1,2,.,-1,.,99,111,86,1
COCCCNC(=O)c1c(N)n(-c2ccc(S(N)(=O)=O)cc2)c2nc3ccccc3nc12,.,-6,10,-6,-20,.,.,.,-12
Cc1ocnc1C(=O)Nc1ccc(Cl)cc1,1.9,6,-1,6,10,114,88,96,10
CC(C)(C)OC(=O)N1CCC[C@H]1c1nnc(SCc2c(Cl)cccc2Cl)o1,0.58,-2,1,5,-23,92,117,79,14
CC12C(=O)N(CCC(=O)O)C(=O)C1C1C=CC2C1 (configuration not stated),-1.1,13,0,8,-15,99,98,94,-13
Cc1nnc(SCC(=O)NCc2ccc(Cl)cc2)[nH]c1=O,-1.3,-8,.,-2,.,104,105,98,1
Cc1cc(C)n(-c2nc3ccccc3nc2N2CCN(S(=O)(=O)c3ccc4ccccc4c3)CC2)n1,1.8,-3,-5,-9,-25,99,89,84,27
# The list continues.
SMILES,DAT uptake mod,PostGolgi yeast,S1P2 agonist,Ecoli WT expand,S1P2 antag,Fibroblast inh,HUVEC inhibit,H69AR inhibit,PostGolgi ctrl
CCOC(=O)CSc1cccc2cccnc12,-1.5,-11,-2,18,6,46*,66,0.3*,-2
Cc1cc(=O)[nH]c(SC/C=C/c2ccccc2)n1,-1.4,-9,-3,5,2,96,92,95,16
COc1ccc(-n2c(=O)[nH]cc(C(=O)Nc3ccccc3)c2=O)cc1,0.5,-5,-1,0,7,110,105,103,2
Cc1cc(C)cc(C(=O)N2CCCCCC2)c1,1.3,-12,-8,-3,4,100,93,100,4
COc1ccc(NS(=O)(=O)c2cc(C(=O)O)ccc2C)cc1,-1.8,0,-6,-4,13,110,97,95,12
COc1ccc(C(=O)c2oc3ccccc3c2NC(C)=O)cc1,-0.29,-6,-6,-6,1,95,106,90,0

# High-throughput results from PubChem BioAssay.
